p53null 32C tox: kills p53 null cells at the permissive temperature; hit rate 0.62% among 55,000; AID 903; H1299-neo p53 null cells, ATP luminescence, 24 h, 32C; Potency, µM (highest dose often 46.1 µM), inactives show top-dose activity change, negative = cytotoxicity, most hits filed as cytotoxic;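 note: potency is the fitted concentration of half-maximal effect; 0% = DMSO only and -100% = full killing by 100 µM tamoxifen; nearly all actives have a fitted effect of over 55% in size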
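AC50 values derive from Hill modelling of qHTS concentration-response data (up to 46 uM) in H1299-neo cells. Cells were treated 24 h at 32C following overnight attachment at 37C; viability was read as cellular ATP.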
B2AR arrestin ag: ADRB2 beta-arrestin recruitment; Potency, µM (doses to about 46.1 µM), inactives show at the highest dose activation, most hits filed as activators; 44,000 tested, under 10 active; HTLA Tango cells, beta-arrestin recruitment, luciferase luminescence, 18 h; P07550;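 note: potency is the fitted concentration of half-maximal effect; 0% = DMSO and full agonism = EC100 isoproterenol or metaproterenol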
Target sequence (P07550 whole entry, looked up): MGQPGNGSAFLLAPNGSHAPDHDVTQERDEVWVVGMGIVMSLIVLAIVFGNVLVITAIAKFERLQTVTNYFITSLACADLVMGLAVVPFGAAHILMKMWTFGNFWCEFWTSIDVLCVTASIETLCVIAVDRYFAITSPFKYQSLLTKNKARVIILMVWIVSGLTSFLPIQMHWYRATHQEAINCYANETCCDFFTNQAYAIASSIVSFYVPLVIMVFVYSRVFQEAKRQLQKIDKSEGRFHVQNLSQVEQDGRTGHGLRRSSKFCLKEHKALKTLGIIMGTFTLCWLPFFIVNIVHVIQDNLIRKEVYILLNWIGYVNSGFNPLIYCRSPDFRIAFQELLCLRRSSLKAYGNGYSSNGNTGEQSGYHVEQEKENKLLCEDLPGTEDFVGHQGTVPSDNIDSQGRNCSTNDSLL
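Tango cells (recombinant beta2-AR, beta-arrestin, tTA-driven luciferase), 1500/well in DMEM 1% FBS, treated 18 h at 37 °C with compounds up to 46 µM; luciferin mix added, luminescence read after 15 min; %activity curves fitted and curve-classed.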
GALK inhibitor: GALK (human) enzyme inhibition | P51570 | recombinant GALK, Kinase-Glo ATP luminescence, 1 h | Potency, µM (titrated, usually from 57.5 µM), inactives show at the highest dose activity, negative = inhibition, actives largely listed as inhibitors | 44,000 tested, under 10 active | AID 1347072;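 note: plate controls were full GALK reaction for no effect and reaction lacking GALK for full effect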
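Luminescent ATP-depletion readout (Kinase-Glo Plus, 10 min) after 1 h RT reaction of 5 nM GALK, 35 uM ATP, 100 uM galactose, pH 8.0 HEPES buffer. Decreased kinase activity scored as inhibition.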
FH mod: Identification of activators of human fumarate hydratase by quantitative high-throughput screening; FH coupled MDH/diaphorase resazurin fluorescence, 15 min; Potency, µM (highest dose often 79.9 µM), for the others: at the highest dose activity change, negative = inhibition, usual class: inhibitors; hit rate 0.22% among 54,000; AID 1347055, 2019; note: potency is the fitted concentration of half-maximal effect; % is set by controls: 0 for no effect and ±100 for the full control effect; the screen sought activators but most active calls are inhibition curves; nearly all actives have a fitted effect of over 45% in size
Target sequence (P07954 whole entry, looked up): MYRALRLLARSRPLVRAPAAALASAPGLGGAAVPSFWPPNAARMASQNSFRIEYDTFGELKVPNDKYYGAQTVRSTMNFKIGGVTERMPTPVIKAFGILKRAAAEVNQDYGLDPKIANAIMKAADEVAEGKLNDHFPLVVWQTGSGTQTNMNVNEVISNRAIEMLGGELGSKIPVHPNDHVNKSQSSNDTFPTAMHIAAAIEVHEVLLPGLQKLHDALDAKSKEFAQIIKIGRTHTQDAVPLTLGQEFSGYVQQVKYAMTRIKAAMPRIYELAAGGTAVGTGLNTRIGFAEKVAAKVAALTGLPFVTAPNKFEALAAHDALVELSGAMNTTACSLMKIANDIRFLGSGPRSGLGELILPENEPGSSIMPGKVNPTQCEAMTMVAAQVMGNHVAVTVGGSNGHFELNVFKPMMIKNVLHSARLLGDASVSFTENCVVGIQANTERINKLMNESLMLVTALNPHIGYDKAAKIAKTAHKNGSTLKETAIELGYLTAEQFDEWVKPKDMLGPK
p53null 39C kill: p53 null cell cytotoxicity, nonpermissive temperature; hit rate 0.97% among 55,000; Potency, µM (doses to about 46.1 µM), for the others: top-dose activity, negative = cell killing, usual class: cytotoxic; H1299 p53-null (neo) cells, 39C, ATPlite viability, 24 h;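 note: potency is the fitted concentration of half-maximal effect; 0% = DMSO only and -100% = full killing by 100 µM tamoxifen; nearly all actives have a fitted effect of over 50% in size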
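Luminescent ATP signal reported cell survival after H1299 lines (neo, p53 null; or p53 A138V) received up to 46 uM compound and 24 hr incubation at 39C.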
TSG101-PTAP inh: blocks PTAP binding to human TSG101, validation. AID 1347069. Fluorescence polarization, FITC-PTAP peptide/Tsg101, 20 min. Potency, µM (doses to about 115 µM), for the others: at the top dose activity change, negative = inhibition, hits mostly inhibitors. 44,000 tested, under 10 active; note: potency is the fitted concentration of half-maximal effect; 0% is about no effect
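Read-out is FITC fluorescence polarization. Compounds were added to Tsg101 binding domain (10 uM final), then FITC-PTAP peptide (50 nM final), 20 min at r.t. Total S+P intensity flags fluorescent compounds.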
NTMT1 inhibitor: NTMT1 methyltransferase inhibition; NTMT1 MTase-Glo SAH luminescence, purified enzyme; AID 1645870; Q9BV86; hit rate 2.5% among 59,000; Potency, µM (highest dose often 114 µM), inactives show at the highest dose activity change, negative = inhibition, hits mostly inhibitors;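 note: potency is the fitted concentration of half-maximal effect; plate controls were DMSO vehicle for no effect and no enzyme for full effect; nearly all actives have a fitted effect of over 65% in size; many of its hits are not listed in these tables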
* hit, by the source's call; ? = inconclusive; / = no result given; [ ] = remark or other dose. Calls come from the whole dose curve; as a rule, active = well fitted curve in the direction sought with a large enough effect; inconclusive = small, poorly fitted or top-dose-only effect, or another doubt; inactive = no such curve, though single readings can be large; an effect the other way counts as inactive or inconclusive. The list is partial (hit frequency here may not be typical).

SMILES | p53null 32C tox | B2AR arrestin ag | GALK inhibitor | FH mod | p53null 39C kill | TSG101-PTAP inh | NTMT1 inhibitor
O=C(NCCc1ccccc1)c1ccc(CS(=O)(=O)c2ccc(Br)cc2)o1 | -4% | -1% | -6% | -5% | 4% | -2% | -7%
Cc1ccc(C)c(CNC(=O)c2ccc3c(c2)nc2n3CCC(C)C2)c1 (configuration not stated) | -9% | 0% | -2% | -15% | -6% | 2% | -6%
COc1ccc(N2CCN(C(=O)c3cnc(N4CCOCC4)c4ccccc34)CC2)cc1 | ? | 0% | 2% | 11% | ? | 0% | 6%
O=C1COc2ccc(-c3cc(-c4ccc(F)cc4)c4c(n3)-c3ccccc3OC4)cc2N1 | / | 0% | 0% | 4% | / | 4% | 4%
Cc1ccc(C(=O)Nc2ccc3oc(-c4ccncc4)nc3c2)c(Cl)c1 | 0% | 1% | 2% | -7% | 31%[activator] | -2% | -3%
Cc1ccc(-c2nnc(Nc3cccc(O)c3)c3ccccc23)cc1S(=O)(=O)NCC1CCCO1 (configuration not stated) | 32%[activator] | 0% | -1% | ? | ? | -1% | -1%
Cc1ccc(S(=O)(=O)N2CCc3cc(C(=O)Nc4c(C)cccc4C(C)C)ccc32)cc1 | -5% | -1% | 1% | -17% | -4% | 0% | 6%
COc1ccc(N(CC(=O)N2CCN(c3cccc(C)c3C)CC2)S(=O)(=O)c2c(C)noc2C)cc1 | 5% | -2% | 1% | -18% | 27% | -1% | 5%
CCOC(=O)c1ccccc1NC(=O)Cn1nnc2sc3c(c2c1=O)CCCC3 | 0% | -2% | 0% | -11% | 9% | 1% | -1%
Cc1ccc(NS(=O)(=O)c2cc3[nH]c(=O)c(=O)[nH]c3cc2C)cc1Cl | -6% | 0% | -2% | -11% | -7% | -3% | 6%
COc1cccc(C(=O)Nc2c(C(=O)NC(C)(C)C)oc3ccccc23)c1 | -14% | 0% | 1% | ? | 6% | 2% | 6%
Cc1ccccc1NC(=O)Cn1c(=O)n(CCCCC(=O)NCc2ccccc2Cl)c(=O)c2ccccc21 | -17% | 1% | 1% | 1% | -10% | -5% | -2%
COc1ccc(-c2noc(-c3ccc(NCc4ccco4)c([N+](=O)[O-])c3)n2)cc1OC | 4% | -2% | 3% | 0% | -18% | -2% | -3%
CCC(=O)Nc1nnc(S(=O)(=O)N2c3ccccc3CC2C)s1 (configuration not stated) | -3% | 0% | 3% | 8% | -27% | 0% | 10%
Cc1ccc(Cn2c(SCC(=O)NCc3ccccc3)nc3ccsc3c2=O)cc1 | 1% | -4% | 1% | 18% | -8% | -2% | 4%
CCOC(=O)c1sc2ncn(CC(=O)Nc3cccc(C)c3)c(=O)c2c1C | -6% | 1% | -7% | -1% | -7% | 0% | 4%
COc1ccc(Cn2c(CCC(=O)Nc3ccc(Br)c(C)c3)nc3cccnc32)cc1 | -1% | 1% | 8% | 1% | ? | 3% | -9%
Cc1cc(C)c2c(=O)cc(CSc3nnc(COc4ccccc4C)n3C)[nH]c2c1 | 13% | 2% | 0% | -16% | -20% | -2% | 0%
Cc1ccc(-n2nc3ccc(NC(=O)c4oc5ccccc5c4C)cc3n2)cc1 | -2% | 0% | -18% | -1% | -8% | 2% | -3%
Cc1ccc(-n2nc(C)c(C(=O)O)c2-n2cccc2)cc1 | -3% | -4% | 2% | -13% | -5% | 1% | 4%
CCc1nc2cccnc2n1-c1ccc(CC(=O)Nc2ccc(C)cc2)cc1 | -11% | 2% | -5% | -1% | 12% | 1% | ?
COc1ccccc1C(=O)Nc1ccc(OCc2cc(=O)n3cccc(C)c3n2)cc1 | 9% | 0% | 2% | -9% | -8% | -1% | ?
Cc1c(Cl)cccc1NC(=O)CSc1nc(=O)[nH]c2c1CCC2 | 0% | 8% | -3% | 2% | ? | 0% | -4%
Cc1cc(N2CCN(C)CC2)nc2ccc(NC(=O)Nc3ccc(F)cc3F)cc12 | -7% | 0% | 0% | -18% | -28% | 3% | ?
Cn1c(=O)c2c(nc(SCC(=O)Nc3ccc(F)c(F)c3)n2Cc2ccccc2F)n(C)c1=O | -5%[9.22 µM] | 1% | 0% | -1% | -17% | -6% | -3%
CC(C)(C)c1ccc(OCc2cc(=O)n3c4c(sc3n2)CCCC4)cc1 | 2% | 0% | -8% | 3% | -8% | 0% | -1%
CCOC(=O)c1cccc(NC(=O)CSc2cc(=O)n(C)c3ccccc23)c1 | 5% | -1% | 0% | ? | 8% | -1% | 7%
Cc1cc2oc(C(=O)N(Cc3ccco3)Cc3ccccc3Cl)c(C)c2cc1C | -4% | -1% | 1% | -29% | 25% | -5% | 1%
CCN(CC)S(=O)(=O)c1ccc2c(c1)c(=O)c(C(=O)NCCc1ccc(OC)c(OC)c1)cn2C | 0% | 1% | 3% | ? | -3% | -5% | -8%
CC(=O)N1CCc2cc(CNS(=O)(=O)c3ccccc3C(F)(F)F)ccc21 | -13% | 0% | -1% | 5% | -20% | -6% | 8%
Cc1ccc(S(=O)(=O)c2cn(C)c3cc(N4CCCC(C)C4)c(F)cc3c2=O)c(C)c1 (configuration not stated) | 0% | 1% | -9% | -12% | -3% | 0% | -1%
Nc1c(C(=O)Nc2ccccc2Cl)c2ccccn2c1C(=O)c1ccc(Cl)cc1 | -1% | -3% | 8% | -3% | -7% | -2% | -8%
Cc1cc(C)c2c(=O)cc(C(=O)Nc3sc4c(c3C(=O)NCC3CCCO3)CCCC4)oc2c1 (configuration not stated) | 1% | -1% | -1% | -3% | 23% | -1% | 15%
COc1ccc(CCNC(=O)C(=O)NCC(c2ccc3c(c2)OCO3)N2CCOCC2)cc1 (configuration not stated) | -5% | 1% | -5% | -9% | -5% | -1% | 4%
CCOc1ccc(S(=O)(=O)c2cn(C)c3ccccc3c2=O)cc1 | -10% | 2% | 8% | -10% | -8% | -2% | -20%
Cc1cccc(NC(=O)c2ccc3oc(=O)c(S(=O)(=O)c4ccc(F)cc4)cc3c2)c1C | -4% | -2% | 3% | -9% | -24% | -2% | 1%
COC(=O)c1ccccc1NC(=O)Cn1c(=O)n(CCC(=O)NCc2ccccc2OC)c(=O)c2ccccc21 | -2% | 0% | 2% | 4% | 13% | -2% | -7%
COc1cc2ccccc2cc1C(=O)Nc1ccc(Cl)c(-c2nc3ccccc3o2)c1 | -4% | 0% | -3% | -6% | -4% | -2% | -19%
CCOc1ccc(-c2cc3nc(C4CCN(C(=O)OC(C)(C)C)CC4)c(C(=O)Nc4cccc(CC)c4)cn3n2)cc1 | ? | 0% | 0% | 11% | -7% | 0% | 14%
O=C(c1cc2ccc3cccnc3c2[nH]1)N1CCN(c2ccc(Cl)cc2)CC1 | -10% | 2% | -3% | -19% | -15% | 1% | -2%
COc1cc(OC)cc(-c2nc3nc(C)c(CCC(=O)Nc4ccccc4)c(C)n3n2)c1 | 3% | -2% | 0% | ? | 1% | -1% | -4%
Cc1nc2sc(C(=O)N(C)c3ccccc3)c(NC(=O)c3ccccc3Cl)c2c(C)c1C | 13% | -2% | 8% | 3% | -21% | 1% | 3%
O=C(O)c1c2c(nc3ccc(S(=O)(=O)N4CCC(C(=O)NCc5ccc(Cl)cc5)CC4)cc13)CCCC2 | 0% | -3% | 5% | -7% | 12% | 0% | 4%
Cn1nc(C(=O)N2CCN(c3ccccc3F)CC2)c2c1-c1ccccc1SC2 | 6% | -2% | 0% | -19% | 18% | -8% | 0%
O=C(CS(=O)(=O)c1nc(-c2ccc(Cl)cc2)cn1-c1ccccc1)Nc1ccc(F)cc1F | 22% | -2% | -1% | -15% | 7% | -5% | -3%
CC(=O)Nc1cccc(C(=O)NCc2ccc3c(c2)CCN3C(C)=O)c1 | 3% | -2% | 0% | 1% | 2% | -10% | -1%
Cc1cccc(NC(=O)CSc2nc(=O)n(CCN3CCOCC3)c3c2CCC3)c1C | 0% | -4% | 0% | -5% | 0% | 0% | 1%
CC(C)NC(=O)c1ccc(Cn2c(SCc3ccc(F)cc3)nc3cccnc32)cc1 | ? | -1% | 3% | 7% | ? | -2% | 5%
CC(CNC(=O)CN1C(=O)c2cccnc2Oc2ccc(Cl)cc21)c1ccccc1 (configuration not stated) | 0% | 2% | -4% | -10% | -2% | -1% | 1%
COc1ccc(-c2noc(N3CCN(c4cccc(C)c4C)CC3)n2)cc1OC | 2% | 0% | 1% | ? | -10% | 0% | 3%

Reformatted with values under each structure: part of the list above
Each structure is followed by: p53null 32C tox	B2AR arrestin ag	GALK inhibitor	FH mod	p53null 39C kill	TSG101-PTAP inh	NTMT1 inhibitor
COc1ccc(-c2noc(N3CCN(c4cccc(C)c4C)CC3)n2)cc1OC
  2%	0%	1%	?	-10%	0%	3%
CC(C)NC(=O)c1ccc(Cn2c(SCc3ccc(F)cc3)nc3cccnc32)cc1
  ?	-1%	3%	7%	?	-2%	5%
Cc1cccc(NC(=O)CSc2nc(=O)n(CCN3CCOCC3)c3c2CCC3)c1C
  0%	-4%	0%	-5%	0%	0%	1%
CC(CNC(=O)CN1C(=O)c2cccnc2Oc2ccc(Cl)cc21)c1ccccc1 (configuration not stated)
  0%	2%	-4%	-10%	-2%	-1%	1%

(listing goes on)
SMILES | p53null 32C tox | B2AR arrestin ag | GALK inhibitor | FH mod | p53null 39C kill | TSG101-PTAP inh | NTMT1 inhibitor
CC(C)(C)C1CCc2c(sc3nc(-c4cc5cc(Br)ccc5oc4=O)[nH]c(=O)c23)C1 (configuration not stated) | 5% | 0% | 0% | 0% | 5% | -1% | 5%
O=C(Cn1c(=O)n(Cc2ccc(C(=O)NCc3ccc4c(c3)OCO4)cc2)c(=O)c2ccccc21)Nc1ccc(F)cc1F | -17% | 1% | 4% | 6% | -3% | 1% | ?
CCOC(=O)c1ccccc1NC(=O)CN(c1ccccc1)S(=O)(=O)c1ccc(OCC)cc1 | -1% | 0% | -13% | -14% | 7% | -3% | 7%
O=C(NCc1ccccc1)c1ccc2c(c1)CCN2S(=O)(=O)c1ccc(Cl)cc1 | -1% | 0% | 8% | -28% | -16% | -2% | 4%
Cc1ccc(-n2ncc(C(=O)NCCN3CCc4ccccc4C3)c2C2CCNCC2)cc1C | 4% | -1% | 0% | -2% | -2% | -2% | ?
CCOC(=O)c1cc2c(=O)n3ccccc3nc2n(CC2CCCO2)c1=NC(=O)c1ccc(C(C)(C)C)cc1 (configuration not stated) | -9% | 1% | 2% | -26% | 10% | -4% | -10%
CCOc1ccc(NCc2cccn2-c2nnc(N3CCC(C(=O)NCc4ccccc4Cl)CC3)s2)cc1 | -7% | -2% | 5% | -16% | -21% | -1% | -3%
CCCn1c2ccccc2c2cnn(CC(=O)NCC3CCN(Cc4ccc(F)cc4)CC3)c(=O)c21 | -14% | -1% | -8% | 2% | -10% | -3% | ?
CC(C)(Oc1ccc(Cl)cc1)C(=O)Nc1cccc(-c2cn3cccnc3n2)c1 | ? | 0% | 4% | -14% | 38%[activator] | 0% | 4%

Compound activity: PubChem, National Center for Advancing Translational Sciences (NCATS)
